ULK1 inh – blocks human autophagy kinase ULK1; O75385; AID 1259251; 30,000 compounds, 1.9% hits; inhibition, % at 5.96 µM; AlphaScreen Atg13 phosphorylation by ULK1, luminescence; in the data active = inhibition above about 43%;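 also: 0% = median of compound wells and 100% = no enzyme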
Target sequence (O75385 whole entry, looked up): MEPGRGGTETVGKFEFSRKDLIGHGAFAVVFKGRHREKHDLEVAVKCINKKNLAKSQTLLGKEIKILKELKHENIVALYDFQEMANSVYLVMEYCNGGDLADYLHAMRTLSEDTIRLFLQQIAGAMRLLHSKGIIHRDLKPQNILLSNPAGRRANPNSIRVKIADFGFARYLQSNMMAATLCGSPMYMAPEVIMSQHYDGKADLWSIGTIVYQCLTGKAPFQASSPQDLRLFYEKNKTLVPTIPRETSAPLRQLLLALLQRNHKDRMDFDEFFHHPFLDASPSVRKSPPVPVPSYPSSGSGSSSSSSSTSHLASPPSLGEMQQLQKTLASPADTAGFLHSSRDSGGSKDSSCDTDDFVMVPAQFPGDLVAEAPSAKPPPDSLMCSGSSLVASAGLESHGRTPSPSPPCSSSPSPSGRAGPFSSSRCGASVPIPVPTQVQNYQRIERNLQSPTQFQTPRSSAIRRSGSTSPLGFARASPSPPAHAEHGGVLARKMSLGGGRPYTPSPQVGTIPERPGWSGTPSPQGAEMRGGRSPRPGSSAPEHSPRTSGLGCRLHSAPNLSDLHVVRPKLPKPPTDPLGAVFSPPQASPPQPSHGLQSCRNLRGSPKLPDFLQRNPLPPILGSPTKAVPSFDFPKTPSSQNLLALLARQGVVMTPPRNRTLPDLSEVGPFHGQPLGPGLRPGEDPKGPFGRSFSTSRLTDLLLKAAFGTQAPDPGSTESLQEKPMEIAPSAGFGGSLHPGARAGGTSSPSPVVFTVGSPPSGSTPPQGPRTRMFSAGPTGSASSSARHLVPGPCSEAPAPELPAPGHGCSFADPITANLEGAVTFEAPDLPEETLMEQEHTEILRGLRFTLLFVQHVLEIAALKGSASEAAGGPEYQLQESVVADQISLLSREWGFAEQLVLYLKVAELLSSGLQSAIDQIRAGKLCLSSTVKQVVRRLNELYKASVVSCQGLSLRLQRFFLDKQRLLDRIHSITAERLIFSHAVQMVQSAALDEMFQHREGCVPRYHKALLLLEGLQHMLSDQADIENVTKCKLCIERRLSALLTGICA
ASK1 inh – human ASK1 kinase inhibition, primary screen | inhibition, % at 7.44 µM | AlphaScreen MKK6 phosphorylation by ASK1, luminescence | 22,000 compounds, 0.99% hits | AID 1159602; in the data active = inhibition above about 35%;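 also: 0% = median of compound wells and 100% = no enzyme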
Starred values were filed as active, the others as inactive.

What do the screens show for `CCC/C=N/Nc1nc2ccccc2s1`?
ULK1 inh: 4

How did COCCn1c(SCC(=O)OC)nnc1-c1ccccc1 do in these assays?
ULK1 inh: -1

How did O=C(Nc1ccc2c(c1)OCO2)c1csc(Nc2nccc3ccccc23)n1 do in these assays?
ULK1 inh: -10; ASK1 inh: 3

What do the screens show for `CCCNc1ccnc(Nc2cnccn2)n1`?
ULK1 inh: -2; ASK1 inh: 12

What do the screens show for `CCCNc1nc(Nc2cccnc2)nc2c1ncn2C(C)C`?
ULK1 inh: 14; ASK1 inh: 0

Results for O=C1CCCN1CCCNc1nc(NCc2cccnc2)nc2c1ncn2C1CCCCC1 ?
ULK1 inh: -5; ASK1 inh: 1

What do the screens show for `Cc1cncc2cccc(N3CCN(C(=O)C(O)c4ccc(Cl)cc4)CC3)c12` (stereo unspecified)?
ULK1 inh: -9; ASK1 inh: 1

What do the screens show for `O=C(NC1CCN(Cc2ccccc2)CC1)c1ccc2nc(-c3csc4ccccc34)sc2c1`?
ULK1 inh: 2; ASK1 inh: 12

Results for CCN(CC)c1nc(Nc2ccccc2)nc(Nc2ccc3ncccc3c2)n1 ?
ULK1 inh: -11; ASK1 inh: -4

What do the screens show for `CCCNc1nc(Nc2nc3ccccc3n2C)ncc1C`?
ULK1 inh: 6; ASK1 inh: -2

What do the screens show for `Oc1ccc(CCNc2nc(NCCN3CCOCC3)nc3nc[nH]c23)cc1`?
ULK1 inh: 5; ASK1 inh: -5

What do the screens show for `O=C(N/N=C\c1ccccc1[N+](=O)[O-])C(=O)Nc1cccc(Br)c1`?
ULK1 inh: -18

What do the screens show for `O=C(NCc1cccnc1)c1csc(Nc2ccccc2)n1`?
ULK1 inh: -8; ASK1 inh: 0

Results for O=C(NCc1cccnc1)C1CCN(c2ccc(NCc3cccnc3)nn2)CC1 ?
ULK1 inh: 17; ASK1 inh: 6

How did CC1CN(c2ccc(S(C)(=O)=O)cc2F)CC(C)O1 (stereo unspecified) do in these assays?
ULK1 inh: -5

What do the screens show for `CS(=O)(=O)c1ccc2nc(NC(=O)Cc3cccs3)sc2c1`?
ULK1 inh: 42

How did COc1ccc(CCNc2nc(Nc3cc(OC)c(OC)c(OC)c3)nc3c2ncn3C(C)C)cc1 do in these assays?
ULK1 inh: 5; ASK1 inh: 18

Results for c1cn(-c2ccc(Nc3cc(NC4CC4)ncn3)cc2)cn1 ?
ULK1 inh: -7; ASK1 inh: 3

What do the screens show for `COc1cc(Nc2nc(Nc3nccc4ccccc34)ncc2C)cc(OC)c1OC`?
ULK1 inh: 21; ASK1 inh: 15

Results for Cc1cnc(Nc2ccc(C(F)(F)F)cc2)nc1Nc1ccc(N2CCOCC2)cc1 ?
ULK1 inh: -6; ASK1 inh: 33

What do the screens show for `COc1ccc(-c2cc(NC3CCN(Cc4ccccc4)CC3)ncn2)cn1`?
ULK1 inh: 4; ASK1 inh: -21

Results for COc1cccc(Nc2ccc3c(cnn3-c3cc(C(=O)NCCN4CCN(C)CC4)ccn3)c2)c1 ?
ULK1 inh: -33; ASK1 inh: -6

How did Cc1cnc(CNc2cc(-c3ccc(F)cc3)nc(-c3ccncc3)n2)nc1 do in these assays?
ULK1 inh: -21

How did c1ccc(Nc2cc(Nc3ccc4ncccc4c3)ncn2)cc1 do in these assays?
ULK1 inh: 11; ASK1 inh: -12

How did Cc1nc(C)n(-c2ccc(Nc3ncc(F)c(-c4cc(N5CCOCC5)cc(C(F)(F)F)c4)n3)cc2)n1 do in these assays?
ULK1 inh: 6; ASK1 inh: -1

Results for NCc1ccccc1CC(=O)N[C@@H]1C(=O)N2C(C(=O)O)=C(CSc3nnnn3CC(=O)O)CS[C@H]12 ?
ULK1 inh: 5

What do the screens show for `Cc1cc(Nc2ccc(N3CCOCC3)cc2)nc(NCc2cccnc2)n1`?
ULK1 inh: 14; ASK1 inh: -4

Results for Cc1cnc(N2CCc3ccccc3C2)nc1NC1CCN(Cc2ccccc2)CC1 ?
ULK1 inh: 3; ASK1 inh: 5

Results for O=C(NCCO)c1cnc(-c2ccccc2)s1 ?
ULK1 inh: -5; ASK1 inh: 0

How did CC(C)N(CCNC(=O)c1ccnc(Cl)c1)C(C)C do in these assays?
ULK1 inh: -23; ASK1 inh: 0

What do the screens show for `Cn1c(=O)c2c(ncn2CC(=O)Nc2ncccn2)n(C)c1=O`?
ULK1 inh: -2

Results for O=C(Nc1ccc2[nH]ncc2c1)C(O)c1ccc(Br)cc1 (stereo unspecified) ?
ULK1 inh: 0; ASK1 inh: -17

How did COc1cc(Nc2nc(NCc3nc4ccccc4[nH]3)c3ncn(-c4ccccc4)c3n2)cc(OC)c1OC do in these assays?
ULK1 inh: 15; ASK1 inh: -2

How did COc1ccc(-c2ncc(C)c(NCc3nc4ccccc4[nH]3)n2)cc1 do in these assays?
ULK1 inh: -21; ASK1 inh: 7

How did Cc1cnc(N2CCN(c3ccccn3)CC2)nc1NCCc1ccc(O)cc1 do in these assays?
ULK1 inh: -2; ASK1 inh: 15

What do the screens show for `C1=C2[C@@H](c3ccccc3)N3CCC[C@@H]3[C@H]3CCC[C@@]23OCC1`?
ULK1 inh: -10; ASK1 inh: -2

Results for O=C(Nc1cccc(-n2ncc3ccc(-c4nn[nH]n4)cc32)c1)c1ccccc1 ?
ULK1 inh: -13; ASK1 inh: 4

What do the screens show for `O=C(NCc1cccc(C(F)(F)F)c1)c1cnc(N2CCC(N3CCOCC3)CC2)s1`?
ULK1 inh: 4; ASK1 inh: -11

What do the screens show for `COc1ccc2c(c1)CC(C(=O)Nc1ccc(-c3cn[nH]c3C)cc1OC1CCN(C)C1)CO2` (stereo unspecified)?
ULK1 inh: -4; ASK1 inh: 0

What do the screens show for `CN1N=C(C(N)=O)CCC1=O`?
ULK1 inh: -10

What do the screens show for `c1ccc(Nc2ccnc(NCc3ccc4c(c3)OCO4)n2)cc1`?
ULK1 inh: -14; ASK1 inh: -14

How did Nc1cccc(-c2nc(NCCN3CCOCC3)c3ncn(-c4ccccc4)c3n2)c1 do in these assays?
ULK1 inh: -19; ASK1 inh: 9

How did CC(=O)c1cccc(-c2nc(N)c3ncn(C4CCCCC4)c3n2)c1 do in these assays?
ULK1 inh: -11; ASK1 inh: -4

What do the screens show for `OCCNc1nc(N2CCN(c3ccccn3)CC2)nc2c1ncn2-c1ccccc1`?
ULK1 inh: 0; ASK1 inh: 7

How did CCCNc1nc(-c2ccc(C(=O)N3CCN(C)CC3)cc2)nc2c1ncn2-c1ccsc1 do in these assays?
ULK1 inh: 3; ASK1 inh: -11

How did O=C(NCCCN1CCCC1=O)c1ccc2nc(NC3CCN(Cc4ccccc4)CC3)sc2c1 do in these assays?
ULK1 inh: 3; ASK1 inh: 1

What do the screens show for `CCCNc1nc(Nc2ccccn2)nc2c1ncn2-c1ccsc1`?
ULK1 inh: -28; ASK1 inh: -6

Results for COc1cccc(CNC(=O)c2cnc3ccc(-c4cn[nH]c4)cn23)c1 ?
ULK1 inh: 30; ASK1 inh: -11

Results for O=C1NC(=O)C(=Cc2ccc(-c3ccc(Cl)cc3[N+](=O)[O-])o2)C(=O)N1 ?
ULK1 inh: 9

How did CS(=O)(=O)c1ccc(C2=C(c3ccccc3)C(=O)OC2)cc1 do in these assays?
ULK1 inh: -2

Results for CCCNc1nc(NCCCN2CCCC2=O)nc2c1ncn2-c1ccccc1 ?
ULK1 inh: 5; ASK1 inh: 11

How did N#C/C(=C\c1ccccc1OCc1ccccc1)C(=O)NCC1CCCO1 (stereo unspecified) do in these assays?
ULK1 inh: 16

What do the screens show for `O=S(=O)(NCc1nc(-c2ccncc2)nn1S(=O)(=O)c1ccc(Br)cc1)c1ccc(Br)cc1`?
ULK1 inh: 14; ASK1 inh: 7

Results for Nc1nc(Nc2ccccc2)nc2c1ncn2CCN1CCCC1=O ?
ULK1 inh: 17; ASK1 inh: -3

Results for O=C(NCCO)c1cccc(-c2ccccc2)n1 ?
ULK1 inh: -4; ASK1 inh: -5

How did O=C(Cc1cn(-c2ccc(N3CCc4ccccc4C3)nn2)c2ccccc12)NCCOc1ccccc1 do in these assays?
ULK1 inh: 10; ASK1 inh: -1

How did COc1ccc(C(=O)Nc2cc(-c3cnn(C)c3)c(Cl)cn2)cc1 do in these assays?
ULK1 inh: 36; ASK1 inh: 5

How did CC(=O)Nc1ccc(NC(=O)c2cnc(Br)s2)cc1 do in these assays?
ULK1 inh: 3; ASK1 inh: 11

What do the screens show for `CC(C)N(CCNC(=O)c1ccc(-c2ccc(C(N)=O)cc2)s1)C(C)C`?
ULK1 inh: 5; ASK1 inh: -11

What do the screens show for `Cc1nn(C)c(C)c1-c1nc(NC2CC2)c2ncn(-c3ccsc3)c2n1`?
ULK1 inh: 6; ASK1 inh: -16

Results for FC(F)(F)c1ccc(Cn2cnc3c(NC4CCN(Cc5ccccc5)CC4)nc(-c4cccs4)nc32)cc1 ?
ULK1 inh: -38; ASK1 inh: -5

What do the screens show for `Cc1cccc2cc(C(c3nnnn3C(C)(C)C)N3CCCCC3)c(=O)[nH]c12` (stereo unspecified)?
ULK1 inh: -13

Results for Cc1ccccc1CNC(=O)Nc1ccc(-c2cn[nH]c2)cc1 ?
ULK1 inh: 3; ASK1 inh: -2

Results for O=C(Cc1cn(-c2ccc(Nc3ccncn3)nn2)c2ccccc12)NCCOc1ccccc1 ?
ULK1 inh: 17; ASK1 inh: -7

How did CC/C=C\C/C=C\C/C=C\CCCCCCCC(=O)O do in these assays?
ULK1 inh: -3

Results for Cn1c(Nc2nc(NCc3ccccc3)c3ncn(Cc4ccc(C(F)(F)F)cc4)c3n2)nc2ccccc21 ?
ULK1 inh: 9; ASK1 inh: 15

Results for CN1CCCC(CN2c3ccccc3Sc3ccccc32)C1 (stereo unspecified) ?
ULK1 inh: 6

What do the screens show for `c1cncc(CNc2nc(-c3ccc(N4CCOCC4)nc3)nc3nc[nH]c23)c1`?
ULK1 inh: 59*; ASK1 inh: -2

Results for CN1CCN(c2ccc(-c3cccc(C(=O)Nc4ccc(Oc5ccccc5)cc4)c3)cc2)CC1 ?
ULK1 inh: -3; ASK1 inh: -10

How did OCC1CCCN1c1nc(Nc2ccc(N3CCOCC3)cc2)c2[nH]cnc2n1 (stereo unspecified) do in these assays?
ULK1 inh: -2; ASK1 inh: -11

What do the screens show for `COC(=O)[C@@H]1[C@H]2C[C@H]3c4[nH]c5ccccc5c4CCN3C[C@@H]2CC[C@@H]1O`?
ULK1 inh: 1

Results for [In+3] ?
ULK1 inh: -11

How did OCCN1CCN(CC/C=C2/c3ccccc3Sc3ccc(C(F)(F)F)cc32)CC1 do in these assays?
ULK1 inh: 10

Results for Cc1nn(C)c(C)c1-c1nc(NCCN(C(C)C)C(C)C)c2[nH]cnc2n1 ?
ULK1 inh: 30; ASK1 inh: 5

How did CC(=O)c1cccc(-c2nc(Nc3ccccc3)c3[nH]cnc3n2)c1 do in these assays?
ULK1 inh: -8; ASK1 inh: 4

Results for Cc1ccc(CSc2ncc(CO)n2Cc2ccc3c(c2)OCO3)cc1 ?
ULK1 inh: 3

Results for COc1ccc(CCNc2ncnc3c2nc(N2CCc4ccccc4C2)n3C(C)C)cc1 ?
ULK1 inh: 0; ASK1 inh: 2

How did c1ccc(-c2nc(NC3CC3)cc(-c3cccnc3)n2)nc1 do in these assays?
ULK1 inh: -4

How did Cc1cnc(NCc2cccnc2)nc1NCCOc1ccccc1 do in these assays?
ULK1 inh: 7; ASK1 inh: 0

How did Cc1ccc(-c2cnc(NCc3ccccc3)nc2)cc1 do in these assays?
ULK1 inh: -2

What do the screens show for `COc1nc(NCc2cccc(C(F)(F)F)c2)nc(-c2cccc(C(C)=O)c2)n1`?
ULK1 inh: -6; ASK1 inh: -10

Results for CC(C)N(CCNC(=O)c1cnc(Nc2ccc(-n3ccnc3)cc2)s1)C(C)C ?
ULK1 inh: -1; ASK1 inh: -3

Results for Nc1cccc(-c2cccc(C(=O)NCc3nc4ccccc4[nH]3)n2)c1 ?
ULK1 inh: 6; ASK1 inh: 1

Results for CN(C)c1cccc(Nc2nc(NCc3ccccc3)c3[nH]cnc3n2)c1 ?
ULK1 inh: 25; ASK1 inh: 27

Results for O=C(NCCN1CCOCC1)c1csc(NC2CCN(Cc3ccccc3)CC2)n1 ?
ULK1 inh: 5; ASK1 inh: 1

What do the screens show for `Cn1ccc2cc(-c3cccc(C(=O)NC4CCN(Cc5ccccc5)CC4)c3)ccc21`?
ULK1 inh: -4; ASK1 inh: -6

How did COc1ccc(Nc2cc(-n3cnc(Nc4ccccc4)n3)c(F)cn2)cc1 do in these assays?
ULK1 inh: 3; ASK1 inh: 9

What do the screens show for `C[C@H]1C[C@H]2[C@@H]3CCC4=CC(=O)C=C[C@]4(C)[C@H]3C(=O)C[C@]2(C)[C@@]1(O)C(=O)CO`?
ULK1 inh: -6

Compound activity: PubChem BioAssay, The Scripps Research Institute Molecular Screening Center

Rows are unselected; about 3% have a hit in one of these screens.
